NadD block – inhibitors of Staphylococcus aureus NadD; 360,000 tested, 0.78% active; inhibition, % at 20 µM; purified NadD enzyme, colorimetric absorbance read-out; in the data active = inhibition above about 26%; note: some compounds past the cut are filed as inactive
LMPTP inh – blocks human LMPTP phosphatase. 360,000 tested, 0.22% active. recombinant LMPTP-A, OMFP fluorogenic substrate, fluorescence intensity. inhibition, % at 20 µM. AID 651560. P24666;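 active = compounds that cut the enzyme signal by at least half of the control window in the single-dose screen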;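 note: plate controls were DMSO wells with enzyme plus substrate for no effect and substrate without enzyme for full effect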
Target sequence (P24666 whole entry, looked up): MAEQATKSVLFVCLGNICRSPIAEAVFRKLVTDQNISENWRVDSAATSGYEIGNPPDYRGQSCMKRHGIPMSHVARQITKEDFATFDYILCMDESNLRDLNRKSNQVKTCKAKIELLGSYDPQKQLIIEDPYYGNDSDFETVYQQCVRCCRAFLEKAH
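Test system: LMPTP-A phosphatase enzyme. Amount: LMPTP-A at 0.625 nM final in the reaction. Reagent: OMFP substrate, 400 µM final. Times: 50 min at room temperature. Signal: endpoint fluorescence intensity from OMFP dephosphorylation. Read-out basis: % inhibition. Benchmarks: no-enzyme and uninhibited controls.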
CSN deneddyl inh – inhibitors of human CSN-mediated cullin deneddylation; Purified CSN, SCF-Nedd8-OG deneddylation, fluorescence polarization; inhibition, % at 12.5 µM; 360,000 tested, 0.38% active; AID 651999;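 active = pattern-corrected inhibition above about 35%, with an unprinted fluorescence ratio check between 0.5 and 1.5, limit read from the data, passing the limit was not always enough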;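 note: 0% = enzyme with substrate and 100% = substrate without enzyme; some results filed as inactive read as strong as hits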
Target sequence (Q92905 whole entry, looked up, one chain of several): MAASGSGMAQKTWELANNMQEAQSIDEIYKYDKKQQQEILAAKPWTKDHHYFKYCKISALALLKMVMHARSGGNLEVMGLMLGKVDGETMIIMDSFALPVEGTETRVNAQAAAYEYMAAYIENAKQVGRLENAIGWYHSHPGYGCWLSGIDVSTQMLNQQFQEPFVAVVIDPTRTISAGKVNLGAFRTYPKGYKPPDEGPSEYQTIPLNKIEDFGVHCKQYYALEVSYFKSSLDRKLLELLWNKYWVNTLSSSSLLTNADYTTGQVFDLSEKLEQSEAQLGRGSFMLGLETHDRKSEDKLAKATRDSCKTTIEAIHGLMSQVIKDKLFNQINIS
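Material: purified human Csn5 enzyme expressed in HEK293T cells / Medium: Tris buffer pH 7.5, NaCl, DTT, Tween-20, trehalose, ovalbumin / Compound dosing: 12.5 µM single point / Schedule: 90 min incubation of compound, enzyme and substrate at room temperature / Signal: fluorescence polarization of the substrate / Control set: no-enzyme wells high, enzyme-with-substrate wells low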
SUMO1-SIM PPI – modulators of human SUMO1-mediated protein-protein interactions; 360,000 tested, 0.33% active; P63165; AID 602429; SUMO1 binding to a labelled peptide, TR-FRET, 1 h; inhibition, % at 20 µM; in the data active = inhibition above about 37%
Rpn11 block – Rpn11 (human) deubiquitinase inhibition | calls only at 20 µM | 360,000 tested, 0.59% active | O00487 | human 26S proteasome, Ub4-pepOG fluorescence polarization; 20S core pre-blocked with epoxomicin;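 active = inhibition at 20 µM, scaled to each plate's controls, above about 33%, limit read from the data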
Target sequence (O00487 whole entry, looked up): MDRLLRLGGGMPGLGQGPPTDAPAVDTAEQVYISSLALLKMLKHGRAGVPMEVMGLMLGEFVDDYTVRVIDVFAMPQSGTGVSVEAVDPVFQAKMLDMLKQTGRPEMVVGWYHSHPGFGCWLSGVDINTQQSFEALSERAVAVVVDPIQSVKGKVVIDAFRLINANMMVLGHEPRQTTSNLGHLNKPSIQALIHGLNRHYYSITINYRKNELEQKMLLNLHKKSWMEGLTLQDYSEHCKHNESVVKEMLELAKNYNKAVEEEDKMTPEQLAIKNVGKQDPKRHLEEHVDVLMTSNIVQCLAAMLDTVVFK
DNMT1 inh – DNMT1 (human) enzyme inhibition; P26358; inhibition (reported as % activation of signal), % at 10 µM; DNMT1 molecular beacon, Hinp1I cleavage, fluorescence; AID 588458; 360,000 tested, 0.83% active; in the data active = inhibition above about 50%
Neddylation inh – inhibitors of human cullin neddylation; TR-FRET cullin neddylation, biochemical; calls only at 25 µM; 360,000 tested, 0.58% active; AID 651699; in the data active = inhibition above about 36%
Scp1 inh – blocks human Scp-1 phosphatase activity; Recombinant Scp1, phosphopeptide, malachite green phosphate absorbance; 340,000 tested, 0.88% active; AID 493091; Q9GZU7; inhibition, % at 20 µM;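 active = inhibition above about 50% at 20 µM, limit read from the data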;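 note: plate controls were DMSO wells with enzyme for no effect and wells lacking enzyme for full effect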
Target sequence (Q9GZU7 76-261 limits assumed): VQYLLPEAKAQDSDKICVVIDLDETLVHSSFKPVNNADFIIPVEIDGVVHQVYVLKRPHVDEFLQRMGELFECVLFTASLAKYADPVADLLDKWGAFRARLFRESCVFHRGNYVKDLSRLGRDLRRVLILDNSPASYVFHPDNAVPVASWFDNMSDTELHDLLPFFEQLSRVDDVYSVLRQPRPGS
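Incubation: 45 min enzyme reaction at room temperature / System: truncated SCP-1 phosphatase (76-261aa) / Reagent: Phospho 17-mer peptide substrate / Buffer or medium: Acidic Tris acetate buffer with magnesium and detergent / Signal: absorbance at 630 nm / Doses: one concentration, 20 µM, with 1.0% DMSO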
Rin1 Abl inh – human Rin1-Abl interaction inhibition; P00519+Q13671; TR-FRET Rin1/Abl binding, biochemical; inhibition, % at 7.35 µM; 360,000 tested, 0.4% active; AID 588664; in the data active = inhibition above about 5%, passing the limit was not always enough
STEP block – blocks human striatal-enriched tyrosine phosphatase. recombinant STEP, OMFP fluorogenic substrate, fluorescence. 360,000 tested, 0.25% active. inhibition, % at 20 µM;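 active = inhibition at 20 µM, scaled per plate between control wells, above about 37%, limit read from the data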;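 note: 0% = DMSO with enzyme and substrate and 100% = substrate only without enzyme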
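System: STEP (striatal-enriched tyrosine phosphatase) enzyme, cell-free; medium: Bis-Tris pH 6.0 buffer with DTT, detergent; dosing: 20 µM, 1% DMSO; times: reaction 20 min, ambient temperature; detection: fluorescence, 480/540 nm; read-out basis: normalized % inhibition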
Active calls of the source: *; i = inactive; nt = no result given; + = active, no number.

Values run as follows: NadD block	LMPTP inh	CSN deneddyl inh	SUMO1-SIM PPI	Rpn11 block	DNMT1 inh	Neddylation inh	Scp1 inh	Rin1 Abl inh	STEP block
> Cc1ccc(S(=O)(=O)NC(=O)NC(=O)N(C)S(=O)(=O)c2ccc(C)cc2)cc1
→ -1	-0.3	0	-3	i	2	i	-1	4	1
> Cc1c(C(=O)NCc2ccc3c(c2)OCO3)cccc1[N+](=O)[O-]
→ 5	-2.4	-1	-4	i	0	i	-1	-1	-6
> CCCCN(CCCC)CCNC(=O)c1cn(C)c2ccc(S(=O)(=O)N3CCCC3)cc2c1=O
→ 0	-1.1	1	2	i	1	i	1	0	-1
> O=C(NCCn1ccc2ccccc21)c1ccc(S(=O)(=O)N2CCCCC2)cc1
→ -6	1.0	0	3	i	-5	i	44	-3	0
> CCOC(=O)C1=CN(Cc2cccc(I)c2)S(=O)(=O)N(C)C1C (stereo not drawn)
→ -2	2.8	-2	2	i	-2	i	-1	2	3
> Cc1ccc(C)c(CN2C(=O)COc3ccccc32)c1
→ -10	-0.5	-1	0	i	3	i	-10	-1	4
> Cc1cc(C)c(C)c(S(=O)(=O)NC2CCCCC2)c1C
→ -4	2.8	2	1	i	1	i	-7	0	-1
> COc1ccc(C(=O)CSC2=NS(=O)(=O)c3cc(Cl)ccc3N2)cc1
→ 4	5.3	0	7	i	1	i	5	-2	0
> CCOc1ccccc1NC(=S)Nc1ncccc1C
→ -2	0.5	5	2	i	-5	i	-4	-2	1
> O=C(C[C@H]1C/C=C\C[C@@H](Cc2ccc(F)cc2)C(=O)OC[C@H]2CCCN2C1=O)NCCO
→ -5	-0.8	-5	-1	i	-3	i	-4	-2	2
> COc1cccc(NC(=O)CSc2nc(C)cs2)c1
→ -3	-0.5	-6	3	i	4	i	-5	2	-4
> Cc1ccc(Nc2nc3c([nH]2)c(=O)[nH]c(=O)n3C)cc1
→ -4	-1.1	5	1	i	-4	i	3	-2	-2
> CC(=O)N1c2ccc(S(=O)(=O)NCCC(=O)N3CCC(C)CC3)cc2CC1C (stereo not drawn)
→ -6	-1.1	5	-2	i	3	i	-4	0	-2
> COc1ccc(C(=O)NC2CCN(CC(=O)N3CCCCC3)CC2)cc1
→ -4	-0.3	2	5	i	2	i	-9	1	3
> CCOC(=O)c1cccc(NS(=O)(=O)Cc2ccccc2)c1
→ 0	-0.2	-9	2	i	-6	i	-4	-1	3
> COC(=O)N/N=C/c1cc([N+](=O)[O-])cc(Br)c1O
→ 0	0.0	-1	-11	i	-3	i	-9	-3	1
> CCN(C(=O)C1=COCCO1)c1nc2c(C)cccc2s1
→ -9	0.6	3	32	i	0	i	-8	-3	-1
> Cn1c(=NC(=O)CS(=O)(=O)c2ccccc2)sc2ccccc21
→ -2	-0.6	-1	-1	i	6	i	-4	6	-1
> O=C1C(=O)N(c2ccccc2)c2ccccc21
→ 3	-1.1	5	-7	i	-2	i	-4	-3	-3
> CC1CCN(C(=O)CNC(=O)c2ccc(Cl)cc2Cl)CC1
→ 0	-0.4	-2	2	i	10	i	-5	1	-8
> COc1ccc(CSC2=C(C#N)C(=O)NC3(CCCCC3)S2)cc1
→ -8	-0.2	3	3	i	0	i	nt	2	-2
> Cc1c(C(=O)OCC(O)=C(C#N)c2nc3ccccc3[nH]2)oc2ccc(Br)cc12
→ 37*	1.3	12	3	i	15	i	5	1	-2
> CC1CCCC(C)N1C(=O)CN1c2cccc3cccc(c23)S1(=O)=O (stereo not drawn)
→ -1	-1.4	-5	-14	i	-3	+	0	-1	1
> O=C(CN1CCN(S(=O)(=O)c2ccccc2)CC1)NC(=O)NCc1ccccc1
→ -6	-1.8	1	-1	i	-6	i	-2	1	0
> CC(C)N1CCN(Cc2ccc(-c3ccccc3Cl)o2)CC1CCO (stereo not drawn)
→ -5	0.9	4	1	i	-3	i	-5	4	2
> O=C(NC1CC1)C(=O)c1c(-c2ccccc2)[nH]c2ccccc12
→ -5	0.7	8	-4	i	-2	i	-9	-1	-1
> Cc1ccc(CNc2ncnc3cc(Cl)ccc23)cc1
→ -5	1.4	-3	5	i	-3	i	-7	-3	2
> CCCc1nc2oc3c(=O)[nH]cnc3c2c2c1COC(C)(C)C2
→ 0	-1.3	4	5	i	2	nt	-1	-4	-1
> Cc1cc(C)cc(NC(=O)N2CCN(S(C)(=O)=O)CC2)c1
→ 2	-0.6	-6	5	i	1	i	-3	2	-3
> Cc1ccc(SCc2ccc(C(=O)Nc3ccccc3C(=O)NC(C)C)cc2)cc1
→ -2	2.9	2	3	i	-8	i	-8	-1	3

Record cards (already shown). Values in the order: NadD block	LMPTP inh	CSN deneddyl inh	SUMO1-SIM PPI	Rpn11 block	DNMT1 inh	Neddylation inh	Scp1 inh	Rin1 Abl inh	STEP block
Profile of CCCCN(CCCC)CCNC(=O)c1cn(C)c2ccc(S(=O)(=O)N3CCCC3)cc2c1=O = 0	-1.1	1	2	i	1	i	1	0	-1
Profile of CCN(C(=O)C1=COCCO1)c1nc2c(C)cccc2s1 = -9	0.6	3	32	i	0	i	-8	-3	-1
Profile of O=C(NCCn1ccc2ccccc21)c1ccc(S(=O)(=O)N2CCCCC2)cc1 = -6	1.0	0	3	i	-5	i	44	-3	0

Next part.
Values run as follows: NadD block	LMPTP inh	CSN deneddyl inh	SUMO1-SIM PPI	Rpn11 block	DNMT1 inh	Neddylation inh	Scp1 inh	Rin1 Abl inh	STEP block
> CC1CCCC(C)N1C(=O)c1cccc2c1-c1ccccc1/C2=N/O (stereo not drawn)
→ 0	0.4	7	-1	i	1	i	-4	0	-2
> Cn1nc(C(F)(F)F)c(CO)c1Sc1ccc(F)cc1
→ -1	0.4	-15	-1	i	0	i	4	1	-1
> Cc1ccc([N+](=O)[O-])cc1NC(=O)c1ccc(C(C)(C)C)cc1
→ -7	1.4	2	-13	i	4	i	-6	-2	0
> COc1ccc(/C=C/c2nnc(NC(=O)CC(C)C)s2)cc1
→ -10	-0.7	-1	-13	i	2	nt	-11	0	-3
> Cc1nc2nc(C)c(CCC(=O)N3CCOCC3)c(C)n2n1
→ 1	-0.6	-1	2	i	2	i	-4	-2	-2
> CCCN(CC(=O)Nc1cc(Cl)cc(Cl)c1)CC(=O)Nc1ccc(F)c(F)c1F
→ -1	5.2	0	2	i	-22	i	-2	-2	-4
> COc1ccc(-c2[nH]ncc2CN2CCC(N3CCSCC3)CC2)c(F)c1
→ -3	-0.9	0	2	i	-4	i	-3	0	4
> O=C(N/N=C/c1cccc(Cl)c1)c1c(O)c2c([nH]c1=O)CCCC2
→ -1	-1.4	2	4	i	6	i	-2	0	-3
> O=C1C=C(Nc2cccc(Cl)c2)CC(c2ccco2)C1 (stereo not drawn)
→ 3	0.7	-3	1	i	6	i	2	2	-2
> CCc1cccc(C)c1NC(=O)CSc1nc2ccccc2n1CC(=O)N(C)C
→ 9	-2.0	-1	-7	i	0	i	-5	1	2
> COC(=O)[C@]12CCCCC=C1N(Cc1ccccc1)C(=O)[C@H](CC(=O)NCc1cccs1)C2
→ 2	0.0	4	3	nt	nt	i	nt	nt	nt
> CC1(C)OC(=O)C2=C(C[C@@H](CCOCc3ccccc3)O[C@@H]2c2ccc(F)cc2)O1
→ -2	-0.7	-4	0	nt	nt	i	nt	nt	nt
> O=C(O)CC(C(=O)O)C(c1ccccc1)c1ccccc1 (stereo not drawn)
→ 0	-0.1	-6	-1	i	2	i	-8	0	0
> Clc1cc(Cl)c(Cl)c(Cl)c1Cl
→ 7	-1.2	2	-2	i	1	i	-9	1	-1
> O=C(O)c1cccnc1Br
→ -3	-2.1	-2	0	i	0	i	-2	2	-2
> S=c1[nH]nc(C2CC2)n1Cc1ccco1
→ -2	-1.1	2	0	i	-7	i	2	-3	-1
> CCNC(=S)NNC(=O)CSc1nc2ccccc2[nH]1
→ -9	-0.9	-6	1	i	-1	i	-7	-1	-3
> CC1c2ccsc2CCN1S(=O)(=O)c1ccccc1 (stereo not drawn)
→ -5	0.1	-3	4	i	0	i	-14	2	-2
> Cc1cc(O)c2c(C)c(CC(=O)N3CCN(C(=O)C4COc5ccccc5O4)CC3)c(=O)oc2c1 (stereo not drawn)
→ 15	0.9	3	3	i	-4	i	-1	-17	-1
> S=C(Nc1ccccc1)N1CCn2c(nc3ccccc32)C1
→ -3	0.0	-3	-1	i	1	i	1	0	1
> Cc1nc(SCc2nc3ccc(Br)cc3[nH]2)c2oc3ccccc3c2n1
→ 4	1.8	12	-3	+	-7	i	5	-4	-2
> Cc1ccc(S(=O)(=O)c2nc(-c3ccc(F)cc3)oc2SCC(=O)NCC2CCCO2)cc1 (stereo not drawn)
→ -7	-2.1	2	2	i	12	i	-1	1	-2
> CCCC1(CCC)C(=O)NC(=NCCc2ccc(OC)c(OC)c2)NC1=O
→ 6	-0.9	5	-3	i	-2	i	-5	3	3
> Cc1ccc(NC(=O)c2cccc(C(F)(F)F)c2)cc1NC(=O)c1[nH]cnc1C(N)=O
→ 7	-0.8	4	-5	i	7	i	-5	3	0
> O=C(NCCc1csc(-c2cccnc2)n1)c1ccccc1
→ 1	-1.0	-6	-7	i	6	i	-5	-3	-3

Among those listed so far, these have a nitro group on carbon.
Values run as follows: NadD block	LMPTP inh	CSN deneddyl inh	SUMO1-SIM PPI	Rpn11 block	DNMT1 inh	Neddylation inh	Scp1 inh	Rin1 Abl inh	STEP block
> Cc1c(C(=O)NCc2ccc3c(c2)OCO3)cccc1[N+](=O)[O-]
→ 5	-2.4	-1	-4	i	0	i	-1	-1	-6
> COC(=O)N/N=C/c1cc([N+](=O)[O-])cc(Br)c1O
→ 0	0.0	-1	-11	i	-3	i	-9	-3	1
> Cc1ccc([N+](=O)[O-])cc1NC(=O)c1ccc(C(C)(C)C)cc1
→ -7	1.4	2	-13	i	4	i	-6	-2	0

Hits appear at their usual frequency; 3.8% or so of the library scored in one or more.
